High-throughput results as filed in PubChem.
LYPLA1 counter: counter-screen for PME1 inhibitors: inhibitors of human LYPLA1; AID 2174; inhibition, % at 5.9 µM; recombinant LYPLA1, FP-Rh probe fluorescence polarization; O75608; 320,000 compounds, 0.16% hits;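 active means inhibition above the mean of all tested compounds plus 3 SD, set per campaign, cut at about 14% in these data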;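 further: inhibitors block serine hydrolase probe labeling of LYPLA1 so polarization falls; 0% = enzyme with DMSO and 100% = wells lacking LYPLA1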
Target sequence (O75608 whole entry, looked up): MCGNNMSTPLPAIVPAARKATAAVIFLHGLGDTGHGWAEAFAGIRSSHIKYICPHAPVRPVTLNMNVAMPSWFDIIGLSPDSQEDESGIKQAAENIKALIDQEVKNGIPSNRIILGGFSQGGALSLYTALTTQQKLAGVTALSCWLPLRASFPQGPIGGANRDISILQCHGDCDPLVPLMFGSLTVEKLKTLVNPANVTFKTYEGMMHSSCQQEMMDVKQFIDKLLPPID
PAFAH1B3 FP inh: blocks human PAF acetylhydrolase 1B catalytic subunit 3; AID 492972; Q15102; recombinant PAFAH1B3, FP-rhodamine probe, fluorescence polarization; inhibition, % at 3.39 µM; 340,000 compounds, 0.28% hits;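 active means inhibition above the screen-wide average of all tested compounds plus 3 SD, cut at about 25% in these data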;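 further: 0% = enzyme with DMSO only and 100% = wells lacking PAFAH1B3 protein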
Target sequence (Q15102 whole entry, looked up): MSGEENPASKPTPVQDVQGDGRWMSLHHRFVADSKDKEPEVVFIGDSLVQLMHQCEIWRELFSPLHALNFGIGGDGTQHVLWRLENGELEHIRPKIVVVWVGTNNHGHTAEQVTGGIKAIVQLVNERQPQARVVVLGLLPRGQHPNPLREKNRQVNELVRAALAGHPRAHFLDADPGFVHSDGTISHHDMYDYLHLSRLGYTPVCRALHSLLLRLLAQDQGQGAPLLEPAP
pPAFAH FP inh: pPAFAH (human) enzyme inhibition. inhibition, % at 3.39 µM. Q13093. AID 463082. recombinant pPAFAH, FP-rhodamine probe fluorescence polarization. 330,000 compounds, 1.5% hits;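 active means inhibition above the mean inhibition across the screen plus 3 SD, cut at about 25% in these data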;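 further: inhibitors block binding of the rhodamine activity-based probe so polarization drops; 0% = enzyme with DMSO and 100% = wells lacking pPAFAH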
PAD4 inh: inhibitors of human PAD4; inhibition, % at 6.36 µM; Q9UM07; recombinant PAD4, RCA probe fluorescence polarization; 330,000 compounds, 0.41% hits;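 active means percent inhibition above a cutoff equal to the mean of all tested compounds plus 3 SD, cut at about 15% in these data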;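 further: 0% = PAD4 with RCA probe and DMSO and 100% = probe without PAD4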
GSTO1 inh: GSTO1 inhibition, counter-screen for RBBP9 inhibitors | recombinant GSTO1, activity-based probe fluorescence polarization | inhibition, % at 5.96 µM | 300,000 compounds, 1.1% hits | AID 1974;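 active means inhibition above the campaign mean inhibition plus 3 SD, cut at about 35% in these data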;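 further: 0% = GSTO1-1 with DMSO and 100% = wells lacking GSTO1-1 enzyme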
Target sequence (P78417 whole entry, looked up): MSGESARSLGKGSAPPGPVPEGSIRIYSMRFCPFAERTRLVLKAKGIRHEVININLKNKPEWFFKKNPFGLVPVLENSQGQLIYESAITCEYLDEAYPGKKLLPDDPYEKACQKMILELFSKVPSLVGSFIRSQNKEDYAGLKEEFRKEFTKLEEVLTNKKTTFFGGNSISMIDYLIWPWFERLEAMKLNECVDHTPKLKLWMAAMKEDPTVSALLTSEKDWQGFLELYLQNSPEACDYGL
LYPLA2 inh: blocks human lysophospholipase 2, a PME1 counter-screen. recombinant LYPLA2, FP-Rh probe fluorescence polarization. inhibition, % at 5.9 µM. 320,000 compounds, 0.38% hits;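 active means inhibition above the screen-wide mean plus 3 SD, limit set per campaign, cut at about 26% in these data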;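 further: 0% = LYPLA2 with DMSO and 100% = wells lacking LYPLA2 enzyme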
Target sequence (O95372 whole entry, looked up): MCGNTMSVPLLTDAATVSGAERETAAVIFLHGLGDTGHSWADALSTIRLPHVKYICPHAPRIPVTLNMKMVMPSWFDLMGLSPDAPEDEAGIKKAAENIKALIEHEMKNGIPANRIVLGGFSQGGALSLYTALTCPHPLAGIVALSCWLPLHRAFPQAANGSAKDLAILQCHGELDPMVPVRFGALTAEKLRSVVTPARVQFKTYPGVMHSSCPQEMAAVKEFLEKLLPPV
PAFAH2 FP inh: PAFAH2 (human) inhibition; Q99487; recombinant PAFAH2, FP-rhodamine activity probe, fluorescence polarization; inhibition, % at 3.39 µM; 340,000 compounds, 0.99% hits; AID 492956;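 active means inhibition above the mean over all tested compounds plus 3 SD, cut at about 30% in these data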;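 further: inhibitors block probe labeling of enzyme so polarization drops; 0% = enzyme with DMSO and 100% = wells lacking PAFAH2 protein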
PAFAH1B2 inh: inhibitors of human PAFAH1B2. inhibition, % at 3.39 µM. P68402. 340,000 compounds, 1.2% hits. recombinant PAFAH1B2, FP-rhodamine activity probe, fluorescence polarization;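 active means inhibition above the mean of all tested compounds plus 3 SD, cut at about 24% in these data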;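 further: 0% = enzyme with DMSO and 100% = wells lacking PAFAH1B2; many of its hits are not listed in these tables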
PREPL inhibitor: inhibits the human prolyl oligopeptidase-like enzyme; 320,000 compounds, 0.68% hits; Q4J6C6; AID 2751; inhibition, % at 5.96 µM; recombinant PREPL, fluorescence polarization activity-based probe; in the data active means inhibition above about 43%;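 further: 0% = enzyme with DMSO and 100% = wells lacking enzyme; many of its hits are not listed in these tables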
Numbers without * were called inactive; · = not tested or not shown. Only part of the results is shown; the hit share may differ from the screen's.

SMILES	LYPLA1 counter	PAFAH1B3 FP inh	pPAFAH FP inh	PAD4 inh	GSTO1 inh	LYPLA2 inh	PAFAH2 FP inh	PAFAH1B2 inh	PREPL inhibitor
CCN(CC)S(=O)(=O)c1cccc(C(=O)OCC(=O)c2ccc3c(c2)OCCO3)c1	-9	0	14	-1	3	-1	-3	5	-6
COc1ccc(C(=O)N/N=C\c2coc3ccc(Cl)cc3c2=O)cc1	-4	-7	5	-1	2	-6	22	-2	16
O=C(CS(=O)(=O)Cc1ccccc1)Nc1nc2c(s1)CCCC2	0	3	17	-2	16	-6	19	-1	-32
COc1ccc(N(CC(=O)Nc2cc(Cl)ccc2OC)C2=NC3CS(=O)(=O)CC3S2)cc1 (configuration not stated)	1	4	6	3	6	6	0	5	-10
CCNC(=S)NCc1ccc(Cl)cc1	-3	7	-5	0	-1	-4	13	5	7
CCCC(=O)Nc1ccc2nn(-c3ccc(OC)cc3)nc2c1	-2	-2	4	-3	-9	-8	4	0	-7
Cc1ccc(CNC(=O)CCC(=O)N2CC(C)Oc3ccc(Cl)cc32)cc1 (configuration not stated)	0	5	4	-2	10	1	2	6	-5
COc1ccc(C(=O)NC(C(=O)N2CCc3ccccc32)C(C)C)cc1 (configuration not stated)	-1	-2	4	1	4	-3	6	6	-9
COc1ccc(CNC(=O)N2CCN(c3cccc(C)c3C)CC2)cc1OC	-1	6	23	9	-3	4	4	4	22
Cc1ccc(NC(=O)CN2CCOCC2)cc1C	-3	6	5	3	-1	2	-4	1	-4
Cc1ccccc1CS(=O)(=O)CCC(=O)NCc1ccc(F)cc1Cl	2	7	7	-2	0	2	3	6	-10
O=C1/C(=C/c2cccnc2)CCC/C1=C\c1cccnc1	1	·	-2	1	0	3	·	·	13

Given with values under each structure: 2 of the compounds above.
Below each SMILES – LYPLA1 counter	PAFAH1B3 FP inh	pPAFAH FP inh	PAD4 inh	GSTO1 inh	LYPLA2 inh	PAFAH2 FP inh	PAFAH1B2 inh	PREPL inhibitor
- CCNC(=S)NCc1ccc(Cl)cc1
  -3	7	-5	0	-1	-4	13	5	7
- CCCC(=O)Nc1ccc2nn(-c3ccc(OC)cc3)nc2c1
  -2	-2	4	-3	-9	-8	4	0	-7

Carrying on:
SMILES	LYPLA1 counter	PAFAH1B3 FP inh	pPAFAH FP inh	PAD4 inh	GSTO1 inh	LYPLA2 inh	PAFAH2 FP inh	PAFAH1B2 inh	PREPL inhibitor
Cc1ccc(C2C(C#N)=C(N)Oc3n[nH]c(-c4ccccc4)c32)o1 (configuration not stated)	-1	12	-3	-14	45*	-1	25	10	3
CC(C)N(Cc1nccn1C)C(=O)CC1C(=O)NCCN1Cc1ccc(F)c(F)c1 (configuration not stated)	2	-1	0	-5	2	-2	-6	-6	14
COc1ccccc1/C=C/C=N/NC(=O)CC1C(=O)NN=C1C (configuration not stated)	-1	13	-3	-1	-10	4	7	4	4
CCN1C(=O)N[C@@H](c2cccc(C(F)(F)F)c2)[C@@H](C(=O)OC)[C@H]1C	-3	14	4	4	3	-2	2	3	4
CN(C)CCCN=Cc1c(O)n(Cc2ccccc2)c(=O)c2ccccc12	-2	-2	8	-2	-9	-5	4	2	21
CC(OC(=O)C1CCN(c2ccc(C(F)(F)F)cn2)CC1)C(=O)c1ccccc1 (configuration not stated)	1	-5	4	0	-9	-4	-2	6	-20
CCOC(=O)C1C(c2ccc(O)cc2)NC(=O)NC1(O)C(F)(F)F (configuration not stated)	-2	1	3	1	11	-1	-1	2	15
O=[N+]([O-])c1ccc(/C=C/C2=NN(c3ccccc3)C(c3ccco3)C2)cc1 (configuration not stated)	-22	-29	-15	-83	-88	-41	-48	-22	-39
CCOC(=O)c1cc2c(=O)n3cccc(C)c3nc2n(CCOC)c1=NC(C)=O	2	·	6	-3	7	-5	·	·	-2
CCCCC(=O)Nc1sc2c(c1C(=O)OCC)CCC(C=O)=C2Cl	-7	6	13	-4	31	-6	11	4	7
Cc1cccc(C)c1OCc1cc(C(=O)N2CCN(C3CCCC3)CC2)no1	1	10	4	6	6	7	9	5	4
Cc1ccc(S(=O)(=O)/N=C(/Nc2c(C)n(C)n(-c3ccccc3)c2=O)c2ccccc2)cc1	0	14	4	0	6	6	-2	5	-5
Cc1c(C(=O)Oc2cccc3cccnc23)cccc1[N+](=O)[O-]	2	14	-4	2	8	3	2	4	4
COc1ccc(C(=O)[C@@H]2CC[C@](C)(C(=O)O)C2(C)C)cc1	-2	3	2	-1	9	2	-3	3	5
CCN(CC(=O)NCc1ccc(Cl)cc1)C(=O)c1cnc(Cl)c(Cl)c1	2	-2	3	-2	-7	7	-3	7	-1
O=C(NCCc1cccc(C(F)(F)F)c1)C1CCC(=O)N(CCc2cccc(F)c2)C1 (configuration not stated)	-1	9	8	3	-4	10	4	-2	10
COc1ccc2[nH]c3c(N4CCC(O)(c5cccc(C(F)(F)F)c5)CC4)ncnc3c2c1	-10	4	14	3	-4	-10	10	8	50*
Cc1ccc(C(C)C)cc1S(=O)(=O)NCc1ccccn1	0	6	-2	0	-2	4	1	10	13
O=c1n(-c2ccccc2)c(=O)n2n1CC(O)C2	-5	5	1	-2	-6	-3	-3	5	-1
CCOc1ccc2nc(SCC(=O)c3ccccc3)sc2c1	-5	-1	-4	-1	3	-4	-5	0	-2
N/C(=N\OC(=O)Cc1ccccc1)c1ccncc1	-2	0	5	-7	5	0	2	3	1
COc1ccc(CC(=O)N/N=C/c2ccc(Cl)s2)cc1OC	-1	10	-2	2	1	4	-13	-1	5
CNC(=O)CN1C(=O)NC2(CCc3ccccc3C2)C1=O (configuration not stated)	4	3	3	-1	4	8	1	4	4
CCCCCCOc1ccc(N2C(=O)CC(NCCc3ccc(S(N)(=O)=O)cc3)C2=O)cc1 (configuration not stated)	-1	2	-4	1	-9	-4	1	5	-18

3 structures already listed, ordered by SMILES length, falling.
SMILES	LYPLA1 counter	PAFAH1B3 FP inh	pPAFAH FP inh	PAD4 inh	GSTO1 inh	LYPLA2 inh	PAFAH2 FP inh	PAFAH1B2 inh	PREPL inhibitor
O=C(NCCc1cccc(C(F)(F)F)c1)C1CCC(=O)N(CCc2cccc(F)c2)C1 (configuration not stated)	-1	9	8	3	-4	10	4	-2	10
COc1ccc(C(=O)[C@@H]2CC[C@](C)(C(=O)O)C2(C)C)cc1	-2	3	2	-1	9	2	-3	3	5
CNC(=O)CN1C(=O)NC2(CCc3ccccc3C2)C1=O (configuration not stated)	4	3	3	-1	4	8	1	4	4

Next section.
SMILES	LYPLA1 counter	PAFAH1B3 FP inh	pPAFAH FP inh	PAD4 inh	GSTO1 inh	LYPLA2 inh	PAFAH2 FP inh	PAFAH1B2 inh	PREPL inhibitor
COc1ccc(-c2ccc(C3C(C#N)=C(N)Oc4n[nH]c(C)c43)o2)cc1 (configuration not stated)	5	1	5	-12	0	2	11	1	18
Nc1nc2n(n1)C(c1ccco1)CC(c1ccccc1)N2 (configuration not stated)	-3	1	-3	-2	-1	5	2	1	19
C/C(CC(=O)N1CCN(C=O)CC1)=N\NC(=O)c1ccc(Cl)cc1	-3	8	0	-6	-18	-3	-2	4	11
CC(NC(=O)COC(=O)c1ccccc1O)C1CC2CCC1C2 (configuration not stated)	·	6	8	2	·	·	24	13	3
Cc1cc(NC(=O)c2ccc(F)cc2)no1	2	-2	5	-4	3	3	-2	2	-14
COc1cc(/C=C2/SC(=O)N(Cc3ccccc3Cl)C2=O)ccc1OCc1ccncc1	1	4	-4	-1	-11	-2	-5	-3	-1
COc1ccc(OCCCN2CCCCCC2)cc1	-2	0	4	-7	-3	-1	-1	5	25
CCOc1ccc(S(=O)(=O)Nc2ccccc2C(=O)NCC2CCCO2)cc1 (configuration not stated)	0	5	4	4	-7	2	9	4	7
CS(=O)(=O)c1ncc(Cl)c(C(=O)Nc2ccc(N3CCOCC3)cc2)n1	-2	11	0	-3	9	-1	1	-1	16
COc1cc(OC)cc(OC(=O)c2ccc3c(=O)n4c(nc3c2)CCC4)c1	-7	-4	-3	1	-16	-7	1	-5	15
O=C(Nc1ccc(Cl)c(Cl)c1)c1ccc(Cl)c(Cl)c1	-23	-7	-45	-4	-16	-95	-52	-8	-19
O=C(O[C@@H]1OC2COC(=O)c3cc(O)c(O)c(O)c3-c3c(cc(O)c(O)c3O)C(=O)O[C@@H]([C@H]1O)[C@@H]2O)c1cc(O)c(O)c(O)c1	-12	37*	75*	10	73*	-7	59*	26*	54*

Three entries from above, with each value named.
SMILES: Cc1cc(NC(=O)c2ccc(F)cc2)no1
  LYPLA1 counter: 2
  PAFAH1B3 FP inh: -2
  pPAFAH FP inh: 5
  PAD4 inh: -4
  GSTO1 inh: 3
  LYPLA2 inh: 3
  PAFAH2 FP inh: -2
  PAFAH1B2 inh: 2
  PREPL inhibitor: -14
SMILES: COc1cc(/C=C2/SC(=O)N(Cc3ccccc3Cl)C2=O)ccc1OCc1ccncc1
  LYPLA1 counter: 1
  PAFAH1B3 FP inh: 4
  pPAFAH FP inh: -4
  PAD4 inh: -1
  GSTO1 inh: -11
  LYPLA2 inh: -2
  PAFAH2 FP inh: -5
  PAFAH1B2 inh: -3
  PREPL inhibitor: -1
SMILES: COc1ccc(OCCCN2CCCCCC2)cc1
  LYPLA1 counter: -2
  PAFAH1B3 FP inh: 0
  pPAFAH FP inh: 4
  PAD4 inh: -7
  GSTO1 inh: -3
  LYPLA2 inh: -1
  PAFAH2 FP inh: -1
  PAFAH1B2 inh: 5
  PREPL inhibitor: 25

The results go on:
SMILES	LYPLA1 counter	PAFAH1B3 FP inh	pPAFAH FP inh	PAD4 inh	GSTO1 inh	LYPLA2 inh	PAFAH2 FP inh	PAFAH1B2 inh	PREPL inhibitor
CCOc1c(Cl)cc(CNCc2ccncc2)cc1OC	0	7	0	4	0	0	0	1	0
FC(F)(F)c1cnc(Nc2ccc(N3CCOCC3)cc2)c(Cl)c1	-4	0	11	-7	6	7	-5	3	33
Cn1cccc1C(=O)OCc1cc(Cl)cc2c1OCOC2	-4	4	12	1	3	3	2	0	-6
C=CCC[C@@H](Cc1ccc(F)cc1)C(=O)OC[C@H](C)NC(=O)[C@H](CC=C)CC(=O)N(CCO)Cc1ccccc1	·	12	7	-1	·	·	5	13	8
